BCLXL inh = inhibitors of human Bcl-xL, primary screen, biochemical, fluorescence polarization, HTS; actives 0.7% (n = 320,000); GST-Bcl-xL / FITC-Bim BH3 peptide fluorescence polarization; AID 2129, 2009; inhibition, % at 10.9 µM; Bcl-2-like protein 1 (Homo sapiens), Q07817;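 active = inhibition above the mean of all tested compounds plus 3 SD, cutoff set per campaign, cut at about 30% in these data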;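 also: 0% = DMSO wells and 100% = unlabeled Bim-BH3 peptide competitor; inhibitors lower millipolarization by displacing the labeled peptide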
PAD4 FP inh = human PAD4 inhibitors, primary screen, biochemical, fluorescence polarization, 1536-well format | inhibition, % at 6.36 µM | Protein-arginine deiminase type-4 (Homo sapiens), Q9UM07 | actives 0.41% (n = 330,000) | recombinant PAD4, RCA probe fluorescence polarization | AID 485272, 2010;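 active = percent inhibition above a cutoff equal to the mean of all tested compounds plus 3 SD, cut at about 15% in these data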;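 also: 0% = PAD4 with RCA probe and DMSO and 100% = probe without PAD4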
GSTO1 counter = inhibitors of recombinant GSTO1, primary screen, counter-screen for RBBP9 inhibitor project, biochemical, fluorescence polarization | inhibition, % at 5.96 µM | AID 1974, 2009 | Glutathione S-transferase omega-1 (Homo sapiens), P78417 | actives 1.1% (n = 300,000) | activity-based probe fluorescence polarization;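 active = inhibition above the campaign mean inhibition plus 3 SD, cut at about 35% in these data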;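 also: 0% = GSTO1-1 with DMSO and 100% = wells lacking GSTO1-1 enzyme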
Target sequence (P78417 whole entry, looked up): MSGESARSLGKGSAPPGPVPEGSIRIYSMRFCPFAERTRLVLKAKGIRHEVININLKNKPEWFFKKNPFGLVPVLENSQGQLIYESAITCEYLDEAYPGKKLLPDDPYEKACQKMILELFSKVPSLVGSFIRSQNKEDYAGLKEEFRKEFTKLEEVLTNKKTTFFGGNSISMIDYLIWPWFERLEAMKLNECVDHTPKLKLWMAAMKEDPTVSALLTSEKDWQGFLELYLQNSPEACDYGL
MCL1-BIM inh = inhibitors of MCL1 binding to BIM-BH3, primary screen, biochemical, fluorescence polarization | Induced myeloid leukemia cell differentiation protein Mcl-1 (Homo sapiens), Q07820 | GST-MCL1 / FITC-Bim-BH3 fluorescence polarization | inhibition, % at 10.9 µM | actives 0.68% (n = 320,000) | AID 2057, 2009;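 active = inhibition above the mean inhibition of all tested compounds plus 3 SD, set per campaign, cut at about 40% in these data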;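 also: 0% = DMSO wells and 100% = unlabeled Bim-BH3 peptide control; higher means more loss of mP so more displacement of Bim peptide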
Target sequence (Q07820 whole entry, looked up): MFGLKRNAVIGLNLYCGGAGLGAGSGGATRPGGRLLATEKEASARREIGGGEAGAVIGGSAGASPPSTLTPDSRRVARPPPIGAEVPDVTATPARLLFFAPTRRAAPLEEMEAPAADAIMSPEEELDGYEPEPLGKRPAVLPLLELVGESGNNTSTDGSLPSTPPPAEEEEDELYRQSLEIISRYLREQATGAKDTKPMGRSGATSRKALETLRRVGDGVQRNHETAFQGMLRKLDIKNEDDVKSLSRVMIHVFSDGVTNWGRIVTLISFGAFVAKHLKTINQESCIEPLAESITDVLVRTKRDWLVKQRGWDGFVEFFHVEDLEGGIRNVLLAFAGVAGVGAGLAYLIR
PME-1 primary = PME-1 inhibitors via competitive probe labeling, primary screen, biochemical, fluorescence polarization, FP-Rh probe, HTS | recombinant PME-1 | inhibition, % at 5.9 µM | actives 0.53% (n = 320,000) | AID 2130, 2009;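 active = inhibition above the campaign mean of all compounds plus 3 SD, cut at about 26% in these data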;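 also: competitive labeling of PME-1 active site by serine hydrolase directed probe; 0% = PME-1 with DMSO and 100% = wells lacking PME-1 enzyme; inhibitors block probe labeling so polarization falls and inhibition rises; many of its hits are not listed in these tables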
Target sequence (Q9Y570 whole entry, looked up): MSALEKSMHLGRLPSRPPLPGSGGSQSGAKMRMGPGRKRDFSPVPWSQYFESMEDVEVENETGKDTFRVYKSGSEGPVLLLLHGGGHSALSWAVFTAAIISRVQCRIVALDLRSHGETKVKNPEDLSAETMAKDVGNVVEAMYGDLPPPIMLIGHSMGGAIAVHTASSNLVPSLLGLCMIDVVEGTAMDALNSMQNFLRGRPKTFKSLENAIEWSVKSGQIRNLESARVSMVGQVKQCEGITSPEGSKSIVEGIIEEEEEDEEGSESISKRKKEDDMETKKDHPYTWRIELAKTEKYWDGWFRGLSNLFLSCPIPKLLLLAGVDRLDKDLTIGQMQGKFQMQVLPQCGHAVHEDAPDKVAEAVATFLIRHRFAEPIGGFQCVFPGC
Fam108B inh = mouse Fam108B serine hydrolase inhibitors, primary screen, counter-screen for RBBP9 inhibitor project, biochemical, fluorescence polarization | actives 0.33% (n = 300,000) | inhibition, % at 9.51 µM | AID 1947, 2009 | recombinant Fam108B, FP-Rh probe fluorescence polarization;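 active = inhibition above the screen mean inhibition plus 3 SD, computed separately per campaign, cut at about 18% in these data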;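 also: inhibitors lower polarization as less probe binds the enzyme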
TPT1 inhibitor = Candida albicans TPT1 enzyme inhibitors, primary screen, biochemical, fluorescence polarization. tRNA 2'-phosphotransferase TPT1 (Candida albicans SC5314). recombinant caTPT1, FP RNA substrate dephosphorylation. inhibition, % at 5 µM. actives 0.81% (n = 300,000). AID 1962, 2009;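 active = inhibition above the mean of all tested compounds plus 3 SD, set per screening campaign, cut at about 24% in these data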;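 also: plate controls were DMSO alone for no effect and ferristatin control at 100 nM for full effect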
GLD-1 TGE inh = GLD-1/TGE RNA complex disruptors, primary screen, biochemical, fluorescence polarization | purified GLD-1 + fluorescein TGE RNA | Female germline-specific tumor suppressor gld-1 (Caenorhabditis elegans), Q17339 | inhibition, % at 5.96 µM | AID 2280, 2010 | actives 0.44% (n = 320,000);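 active = percent inhibition above a per-plate cutoff, the plate mean of test compounds plus 3 SD, cut at about 30% in these data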;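 also: 0% = DMSO wells with GLD-1 and probe and 100% = wells lacking GLD-1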
MEX-5 binding = MEX-5 zinc finger RNA-binding disruptors – biochemical, C. elegans, fluorescence polarization, MLPCN library, primary screen; MEX-5/FITC-TCR2 RNA binding; stronger effect = lower value; activity score (negative = inhibition of binding), % at 10 µM; actives 0.38% (n = 300,000); AID 1832, 2009;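 active = inhibition past about -25% in most replicates, and total fluorescence under double the plate's negative control median, limit read from the data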;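 also: 0% = DMSO and -100% = 5 µM competing unlabeled TCR2 RNA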
* = called active by the depositor; / = not tested or not shown. Not all compounds are listed, so the mix of outcomes need not match the whole.

SMILES | BCLXL inh | PAD4 FP inh | GSTO1 counter | MCL1-BIM inh | PME-1 primary | Fam108B inh | TPT1 inhibitor | GLD-1 TGE inh | MEX-5 binding
CCC(C)N1C(=O)c2ccccc2C1C(=O)NC1CCCCCC1 (stereo not drawn) | 0.1 | -4.7 | 1.3 | -4.7 | -0.2 | -0.3 | -1.3 | -2.0 | 0.9
CC(=O)Nc1nnc(S(N)(=O)=O)s1 | -0.3 | 1.3 | 2.2 | -1.0 | 0.6 | -0.4 | -3.4 | 1.7 | 2.1
COc1c(Br)cc2c(C)c(C(=O)N3CCOCC3)oc2c1Br | -0.3 | 1.3 | -6.8 | 0.2 | 4.4 | 1.4 | -3.0 | 6.9 | /
O=C(CSc1nn(-c2ccc(F)cc2)c(=S)s1)NCC1CCCO1 (stereo not drawn) | -1.6 | -2.3 | -0.3 | -4.2 | -0.1 | -1.0 | 5.1 | -5.6 | -0.4
O=S(=O)(Nc1ccc(Cl)cc1)c1cccc2cccnc12 | 3.8 | -2.3 | 5.0 | 1.4 | 5.5 | -3.4 | -1.0 | 8.2 | 1.0
O=C(Nc1cccc(F)c1)Nc1ccc(Cl)cn1 | 5.5 | -2.4 | -9.8 | 11.0 | 0.1 | 1.7 | -3.4 | -1.1 | -1.7
COc1ccc([C@H]2/C=C\CN(C(=O)C3CCCC3)[C@@H](C)C(=O)N2Cc2ccc(F)cc2)cc1 | 0.0 | 6.8 | 3.1 | -0.6 | 1.9 | 4.2 | 1.9 | 2.0 | 0.8
Nc1cc([N+](=O)[O-])ccc1O | 10.6 | -7.6 | 0.0 | 18.9 | -2.1 | 2.3 | -5.5 | -1.3 | /
CC(NC(=O)CN1CCc2ccccc21)c1ccccc1 (stereo not drawn) | 1.5 | -5.1 | -12.9 | -16.9 | 4.9 | 2.2 | 3.5 | -0.2 | 4.6
CN(C)S(=O)(=O)c1ccc2oc(SCC(N)=O)nc2c1 | 4.2 | 3.8 | -1.2 | 3.5 | 1.3 | -7.7 | -2.3 | 2.3 | -0.5
Cc1ccc2[nH]c3c(=O)n(Cc4ccco4)cnc3c2c1 | 9.5 | -3.3 | 3.5 | 4.2 | 1.3 | -1.1 | -2.1 | 1.5 | -0.6
O=C(NCCc1cscn1)C1CCC(=O)N(Cc2ccc(Cl)cc2)C1 (stereo not drawn) | 2.1 | -1.7 | 3.5 | -9.6 | 2.2 | 1.0 | 2.2 | 4.2 | -0.5
O=C(NN=C1CCCC1)c1ccc([N+](=O)[O-])cc1 | -12.7 | -7.6 | -3.7 | -8.1 | -4.8 | -4.5 | -3.8 | -4.4 | 2.3
Cc1ccccc1NC(=O)Cc1nc(COC(=O)c2ccccn2)cs1 | -9.6 | -11.4 | 5.5 | -13.8 | -3.8 | -1.8 | -0.2 | 9.2 | 4.4
Cc1cccc(N2CCN(C(=O)c3cccc(NC4=NC5CS(=O)(=O)CC5S4)c3)CC2)c1C (stereo not drawn) | 4.8 | 2.4 | 5.6 | 3.8 | 3.5 | -2.9 | -1.5 | 4.2 | -1.2
C=CCn1c(COc2ccccc2F)nnc1SCC(=O)Nc1cc(C)on1 | 0.9 | 1.1 | 3.3 | -13.8 | 1.4 | -1.8 | 4.4 | -0.2 | -1.2
CCCOc1ccc(Cc2c(O)nc(SC)[nH]c2=O)cc1 | 6.2 | -0.1 | 11.8 | 5.4 | -5.4 | -0.5 | 0.2 | -0.1 | 0.9
O=C(N/N=C/c1cc(Br)cs1)C(O)c1ccccc1 (stereo not drawn) | -3.6 | -0.2 | 8.2 | -0.8 | -1.7 | -1.5 | 1.7 | 0.7 | -0.1
C/C=C/c1ccc(OCC(=O)Nc2cc(S(=O)(=O)N3CCOCC3)ccc2N2CCCC2)c(OC)c1 | 0.4 | -0.8 | 7.8 | 0.1 | 5.8 | -2.8 | 1.4 | 7.4 | 0.9
CCSc1nnc(NC(=O)C2C3CCC(C3)C2C(=O)O)s1 (stereo not drawn) | 4.8 | 2.3 | 0.9 | 4.7 | 0.4 | 1.5 | -2.0 | -3.5 | 2.5
COc1ccc(Nc2ncnc3ccc(Br)cc23)cc1OC | 6.9 | -8.0 | 1.2 | 7.4 | 7.8 | 10.2 | -4.3 | -1.8 | 2.0
Cc1ccc(CNC(=O)c2cc3c(=O)n4ccccc4nc3n(CC3CCCO3)c2=N)cc1 (stereo not drawn) | 16.2 | 0.2 | -5.0 | 13.8 | -6.8 | 3.5 | 10.9 | 0.5 | /
CC(=O)C1=C(C)N(Cc2ccccc2)C(=O)N[C@H]1c1ccco1 | 4.3 | 1.1 | 9.0 | -5.5 | 9.9 | -1.2 | 8.6 | 7.8 | -1.8
Cc1ccccc1NC(=S)N(C)Cc1cn(C)c2ccccc12 | 9.5 | -3.7 | 4.0 | 14.2 | -0.5 | -0.4 | -3.9 | 1.6 | 3.4
Cn1cc(-c2ccc(Cl)cc2)cc(C#N)c1=O | 10.1 | -4.2 | 0.1 | 3.3 | -3.2 | -0.1 | -3.9 | 0.5 | 1.5
COC(=O)C(C)N(c1ccc(C)cc1)S(=O)(=O)c1c(C)[nH]c(=O)[nH]c1=O (stereo not drawn) | 3.4 | -1.5 | 1.9 | 5.7 | 2.0 | -2.1 | -0.4 | -3.0 | -0.3
COc1ccc(-n2c(=O)c3c4c(sc3n(CC(N)=O)c2=O)CCCCC4)cc1 | 5.9 | -8.7 | 6.5 | 2.0 | 0.6 | -3.5 | -5.0 | 2.5 | 0.2
O=S(=O)(Nc1ccc(O)c2ccccc12)c1cccs1 | 9.2 | 21.1* | 64.3* | 17.9 | 0.7 | 4.5 | -2.2 | 3.5 | -13.5
CCOc1ccc(Cl)cc1CNCCCSc1nc(C)cc(C)n1 | 2.3 | 1.6 | 4.4 | -0.8 | -0.5 | 0.5 | -1.6 | 1.7 | -0.8
COc1ccc(NC(=O)CN2CCC(NC(=O)c3ccc(OC)cc3)CC2)cc1 | 3.4 | -0.4 | -3.1 | -3.1 | -8.7 | -2.2 | -1.8 | 8.3 | 2.2
COc1ccc(Oc2cccc(Cl)c2CNC(=O)CC(C)(C)CC(=O)O)cc1 | 1.8 | 2.1 | -0.7 | 3.3 | 0.8 | 1.5 | -0.4 | 9.3 | 1.5
O=C(CNCC1CCCCC1)Nc1cccc(S(=O)(=O)N2CCOCC2)c1 | 0.4 | 1.2 | 6.0 | -5.4 | -0.8 | -0.1 | -3.3 | -3.9 | 1.8
Cc1ccc(C(=O)CSc2nnc3c4ccccc4nc(C(C)(C)C)n23)cc1 | -3.0 | -0.8 | 0.8 | -3.4 | -8.5 | -6.3 | 3.1 | -3.9 | 1.8
CCC(=O)/C=C1\Sc2ccc(OC)cc2N1CC | 9.0 | 5.0 | 16.3 | 13.7 | 3.3 | 9.0 | -4.5 | 2.2 | -0.5
Cc1cc(C(=O)NNC(=S)Nc2ccccc2C)cs1 | 5.3 | -1.3 | 9.3 | -0.1 | -6.8 | 3.5 | 0.9 | 2.5 | -1.3
COc1ccc(N(CC(=O)NC2CCCCC2)C(=O)CNC(=O)c2ccco2)cc1OC | 0.8 | -3.3 | -5.8 | -0.6 | 1.9 | 2.4 | -0.4 | 4.0 | -0.9
OCCCn1c(CCCNc2nc(-c3cccc(Br)c3)cs2)nc2cc(Cl)c(N3CCCCC3)cc21 | 1.3 | 1.8 | 0.0 | 3.1 | 4.6 | 1.1 | 0.6 | 3.0 | 3.9
Cc1cccc(-n2c(C)cc(C=C(C#N)C#N)c2C)c1 | 4.0 | 0.5 | -1.7 | -0.4 | 0.8 | 4.9 | -0.5 | -2.5 | 1.0
O=C1N(CCCN2C(=O)C3(OCCO3)c3ccccc32)c2ccccc2C12OCCO2 | 4.1 | 0.0 | 0.9 | -0.8 | -6.7 | -6.8 | -1.6 | 2.7 | 3.0
Cc1cc2nc(CCN(C(=S)NCC3CCCO3)C3CCCC3)[nH]c2cc1C (stereo not drawn) | 9.5 | -0.3 | 3.3 | 7.8 | 3.0 | 1.3 | -3.6 | -2.5 | 0.1
O=C(c1ccccc1F)N1CCC(O)(c2cccnc2)CC1 | 2.5 | -1.5 | -2.4 | 1.7 | -0.7 | -0.7 | 0.4 | -3.7 | -2.7
O=C(CSc1nnc(N2CCCC2)n1-c1ccccc1Cl)N1CCN(c2ccccn2)CC1 | 0.5 | -3.8 | / | -3.3 | 2.9 | / | / | -0.9 | /
COc1ccccc1N1CCN(c2nc(C)cc(=O)[nH]2)CC1 | 1.5 | -3.2 | 1.6 | 6.7 | 7.2 | 2.5 | 0.4 | 3.7 | -3.2
CCOc1ccc(CN(C(=O)c2cc(=O)c3cc(C)cc(C)c3o2)C2CCS(=O)(=O)C2)cc1 (stereo not drawn) | 6.9 | 0.4 | 7.4 | -4.1 | -0.3 | -3.7 | -3.4 | 10.2 | 1.3
O=C(CNC(=O)c1ccc(Br)cc1)NC1CC1 | 1.6 | 2.0 | / | 3.7 | -3.6 | / | / | -0.7 | /
CC(=O)c1coc2c1cc(O)c1ccccc12 | 9.6 | -14.7 | 13.7 | 4.8 | 0.1 | 1.9 | 1.2 | -4.1 | 0.4
Cc1ccc(CN2CCN(Cc3cn[nH]c3-c3ccccc3)CC2CCO)o1 (stereo not drawn) | 19.6 | 1.6 | 0.0 | 9.0 | 3.0 | 1.5 | -0.4 | -4.5 | 1.9
COC(=O)Nc1ccc(S(=O)(=O)N2CCCCC2C(=O)NCc2ccco2)cc1 (stereo not drawn) | 1.6 | -8.1 | 4.6 | -4.1 | 7.7 | -0.7 | -2.0 | -2.2 | 2.2
Cc1sc2ncnc(NC(C)C(=O)O)c2c1C (stereo not drawn) | 6.6 | -4.7 | -5.7 | 15.1 | -1.3 | -1.2 | -2.8 | -7.4 | -0.7
CCC(=O)OCCNc1cc(Sc2nc3ccccc3s2)c2nonc2c1[N+](=O)[O-] | 62.1* | -3.6 | 3.8 | 59.7* | 5.6 | 8.7 | 4.0 | 38.1* | -4.5

Marked active in MCL1-BIM inh, among the entries above:
smiles	BCLXL inh	PAD4 FP inh	MCL1-BIM inh	PME-1 primary	TPT1 inhibitor	GLD-1 TGE inh	MEX-5 binding
CCC(=O)OCCNc1cc(Sc2nc3ccccc3s2)c2nonc2c1[N+](=O)[O-]	62.1*	-3.6	59.7*	5.6	4.0	38.1*	-4.5

Some of the entries above, set out differently:
Screens in order – BCLXL inh | PAD4 FP inh | GSTO1 counter | MCL1-BIM inh | PME-1 primary | Fam108B inh | TPT1 inhibitor | GLD-1 TGE inh | MEX-5 binding
Cc1ccc(CN2CCN(Cc3cn[nH]c3-c3ccccc3)CC2CCO)o1 (stereo not drawn)
 : 19.6 | 1.6 | 0.0 | 9.0 | 3.0 | 1.5 | -0.4 | -4.5 | 1.9
COC(=O)Nc1ccc(S(=O)(=O)N2CCCCC2C(=O)NCc2ccco2)cc1 (stereo not drawn)
 : 1.6 | -8.1 | 4.6 | -4.1 | 7.7 | -0.7 | -2.0 | -2.2 | 2.2
